FUS suppressor – qHTS for Suppressors of FUS Proteinopathy: Primary screen using FUS-linked yeast assay | S. cerevisiae FUS-expressing, growth rescue, OD600, 24 h | Potency, µM (series often up to 76.6 µM), without a hit: top-dose growth rescue (activation), usual class: activators | 390,000 compounds, 0.24% hits | AID 1347120, 2019;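 note: potency is the fitted concentration of half-maximal effect; plate controls were DMSO vehicle for no effect and reference control for full effect; nearly all actives have a fitted effect of over 55% in size; some results filed as inactive show a strong effect at the top dose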
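Cultures pregrown in 2.5% raffinose medium are shifted to minimal medium containing 2% galactose to express toxic FUS. Compounds are tested at several concentrations. After 24hr at 30C, growth is quantified at 600 nm absorbance.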
PLK1 PBD block – qHTS for Inhibitors of PLK1-PDB (polo-like kinase 1 - polo-box domain): Primary Screen. Plk1 PBD binding of FITC phosphopeptide, fluorescence polarization. Potency, µM, without a hit: max response, negative = inhibition, most hits filed as inhibitors. 360,000 compounds, 2.8% hits; note: potency is the fitted concentration of half-maximal effect; series mostly up to about 57 µM; % is set by controls: 0 for no effect and ±100 for the full control effect; nearly all actives have a fitted effect of over 65% in size
Target sequence (P53350 whole entry, looked up, the tested form may be a part): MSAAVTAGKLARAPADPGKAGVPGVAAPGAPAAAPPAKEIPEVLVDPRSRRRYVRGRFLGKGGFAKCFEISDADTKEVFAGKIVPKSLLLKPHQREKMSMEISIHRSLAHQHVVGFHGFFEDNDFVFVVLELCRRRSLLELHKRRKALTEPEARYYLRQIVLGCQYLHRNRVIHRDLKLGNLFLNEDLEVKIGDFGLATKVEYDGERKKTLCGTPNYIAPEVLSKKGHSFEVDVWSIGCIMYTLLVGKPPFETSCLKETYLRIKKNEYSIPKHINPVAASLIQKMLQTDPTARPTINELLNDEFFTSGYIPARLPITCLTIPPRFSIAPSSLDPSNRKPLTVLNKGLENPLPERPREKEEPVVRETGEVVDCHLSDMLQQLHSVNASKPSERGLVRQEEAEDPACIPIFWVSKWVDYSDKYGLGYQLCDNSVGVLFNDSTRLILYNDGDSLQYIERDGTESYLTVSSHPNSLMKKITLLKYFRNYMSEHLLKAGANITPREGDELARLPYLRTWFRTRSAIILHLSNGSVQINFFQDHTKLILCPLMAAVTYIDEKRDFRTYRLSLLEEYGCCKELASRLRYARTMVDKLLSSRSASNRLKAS
aSyn rescue – qHTS of alpha-syn Inhibitors | Yeast expressing alpha-synuclein, growth rescue, BacTiter-Glo, 24 h | Potency, µM (series often up to 46.1 µM), inactives show at the top dose growth rescue (activation), hits mostly activators | 370,000 compounds, 0.14% hits; note: potency is the fitted concentration of half-maximal effect; % of control where 0% means no effect; nearly all actives have a fitted effect of over 65% in size
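Screening used galactose-induced yeast with toxic alpha-synuclein levels, exposed to compound for 24 hr at 30 deg C. Cell growth, read with BacTiter-Glo luminescence, gave the measured signal.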
EPAC1 antag – qHTS for Antagonist of cAMP-regulated guanine nucleotide exchange factor 3 (EPAC1): primary screen; EPAC1 GEF assay, Rap1b-BODIPY-GDP exchange fluorescence; AID 720709, 2013; Rap guanine nucleotide exchange factor 3 (Homo sapiens), O95398; Potency, µM (series often up to 115 µM), for the others: at the top dose activity change, negative = inhibition, hits mostly inhibitors; 360,000 compounds, 0.14% hits;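 note: potency is the fitted concentration of half-maximal effect; plate controls were vehicle for no effect and positive control for full effect; nearly all actives have a fitted effect of over 50% in size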
EPAC1 agonist – qHTS for Agonist of cAMP-regulated guanine nucleotide exchange factor 3 (EPAC1): primary screen; Rap guanine nucleotide exchange factor 3 (Homo sapiens), O95398; EPAC1 agonist qHTS, biochemical assay; response scale: 100% = response to 6.5 mM cAMP; Potency, µM (doses to about 154 µM), inactives show top-dose activation, hits mostly activators; 360,000 compounds, 0.073% hits; note: potency is the fitted concentration of half-maximal effect; nearly all actives have a fitted effect of over 60% in size
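Multi-concentration qHTS readout: loss of Rap1B-bound BODIPY-GDP fluorescence driven by 100 nM EPAC1 with excess GDP (50 uM), monitored kinetically at room temperature; agonist response expressed relative to 6.5 mM cAMP.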
Abeta rescue – qHTS for compounds that reverse cellular toxicity of Amyloid beta (A-beta) peptide in yeast: Primary Screen; yeast expressing A-beta42, growth rescue, OD600, 48 h; response scale: 0% DMSO, 100% iron-clioquinol control; Potency, µM (top dose mostly 46.1 µM), for the others: top-dose growth rescue, hits mostly activators; 410,000 compounds, 0.063% hits; note: potency is the fitted concentration of half-maximal effect; nearly all actives have a fitted effect of over 55% in size
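Yeast A-beta toxicity model in growth medium with pinned compounds, 48 h at 30 C; growth read as absorbance at 600 nm. Normalized to FeCl3/clioquinol equimolar mix (positive) and DMSO (negative).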
WRN inhibitor – qHTS for Inhibitors of WRN Helicase; Bifunctional 3'-5' exonuclease/ATP-dependent helicase WRN (Homo sapiens), Q14191; WRN helicase unwinding, fluorescent forked duplex, kinetic; Potency, µM (top dose mostly 114 µM), inactives show at the highest dose activity change, negative = inhibition, actives largely listed as inhibitors; 360,000 compounds, 0.46% hits; AID 651768, 2012; note: potency is the fitted concentration of half-maximal effect; % is set by controls: 0 for no effect and ±100 for the full control effect; nearly all actives have a fitted effect of over 55% in size
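WRN at 20 nM final preincubated with compound 15 min at room temperature; reaction started with 100 nM fluorophore/quencher forked duplex oligonucleotide and 2 mM ATP final. Unwinding followed kinetically by red fluorescence (ex 525, em 598 nm).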
IL2 activator – qHTS of IL-2 Activators; 360,000 compounds, 0.065% hits; IL-2 activation reporter assay, cell-based qHTS; stimulated with anti-CD3/CD4/CD28 beads; in transgenic mouse T cells; activation, % (series mostly up to about 46 µM); AID 652025, 2013; in the data active = activation above about 50%; inconclusive = mostly about 30% to 49%; note: 0% is about no effect
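Unstimulated transgenic mouse T cells; 60-min compound exposure; bead-based TCR/CD4/CD28 stimulation; 18 h culture, 37 degrees C; dual fluorescence (EGFP, DsRed) plate cytometry.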
PI5P4Ka inh – qHTS for Inhibitors of phosphatidylinositol 5-phosphate 4-kinase (PI5P4K); PI5P4Kalpha enzyme, ADP-Glo luminescence, 60 min; active compounds read low; 330,000 compounds, 1.2% hits; max response, %; Phosphatidylinositol 5-phosphate 4-kinase type-2 alpha (Homo sapiens), P48426; AID 652105, 2013; active = max response of -50% or lower; inconclusive = between -30% and -50%; inactive = -30% or higher; note: value at the top dose of about 77 µM; % is set by controls: 0 for no effect and ±100 for the full control effect
Target sequence (P48426 whole entry, looked up): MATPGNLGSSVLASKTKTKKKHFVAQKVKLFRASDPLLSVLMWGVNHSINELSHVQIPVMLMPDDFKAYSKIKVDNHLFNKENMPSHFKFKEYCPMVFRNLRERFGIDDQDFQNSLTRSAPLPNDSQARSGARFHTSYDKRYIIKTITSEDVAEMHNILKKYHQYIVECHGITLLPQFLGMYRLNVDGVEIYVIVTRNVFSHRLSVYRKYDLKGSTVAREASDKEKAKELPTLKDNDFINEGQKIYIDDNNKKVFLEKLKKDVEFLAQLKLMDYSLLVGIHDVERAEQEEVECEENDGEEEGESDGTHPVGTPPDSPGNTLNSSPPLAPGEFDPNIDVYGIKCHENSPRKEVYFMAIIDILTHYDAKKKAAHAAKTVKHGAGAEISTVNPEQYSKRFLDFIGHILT
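ADP-Glo luminescence end-point read after a 60 min room-temperature kinase reaction of PI5P4Kalpha plus substrate, initiated with ATP at 5 microM final. Buffer: 0.038 M HEPES pH 7.4, EGTA, 0.1% CHAPS, 5% DMSO.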
The depositor's hits bear a star; ? = inconclusive; . = not tested or not shown; [ ] = another dose, or the depositor's remark. Unless noted, calls come from the whole dose curve; as a rule, active = well fitted curve in the direction sought with a large enough effect; inconclusive = small, poorly fitted or top-dose-only effect, or another doubt; inactive = no such curve, though single readings can be large; an effect the other way counts as inactive or inconclusive.

SMILES	FUS suppressor	PLK1 PBD block	aSyn rescue	EPAC1 antag	EPAC1 agonist	Abeta rescue	WRN inhibitor	IL2 activator	PI5P4Ka inh
CC(C)Nc1nc(NC(C)C)nc(N(C#N)CCOc2ccc(Cl)cc2Cl)n1	44%	-5%	-19%	?	9%	8%	-16%[57.1 µM]	-0.9	.
COc1ccc(OC)c(S(=O)(=O)N2C(C)CCCC2C)c1 (stereo not drawn)	11%	-28%	1%	4%	-2%	13%	-4%	3.3	-1
O=C(NCc1cccs1)c1csc(COCCO)n1	-16%	-1%	1%	-1%	-5%	-7%	-6%	0.0	5
Cc1ccc(S(=O)(=O)N2[C@@H](c3ccc(C(C)(C)C)cc3)C(C(=O)O)=CC[C@H]2c2ccc3c(c2)OCO3)cc1	34%	?	-36%[inhibitor]	-20%	-6%	2%	-6%	-0.3	-8
O=C(CN1C(=O)c2ccccc2C1=O)NCC(=O)OCC(=O)c1cccc([N+](=O)[O-])c1	19%	-21%	3%	4%	3%	2%	1%	-1.7	1
CC1CN(C(=S)NC(=O)c2ccco2)CC(C)O1 (stereo not drawn)	.	-3%	0%	7%	3%	-14%	6%	1.0	5
COc1cccc(C(O)c2nc(-c3cccc(C(C)C)c3)cs2)c1 (stereo not drawn)	24%	0%	8%	-10%	-8%	22%	-4%	-0.6	21
CCC(c1nnc(SCC(=O)Nc2ccc(NC(C)=O)cc2)n1Cc1ccccc1)N(C)C (stereo not drawn)	13%	-3%	-1%	-19%	9%	-5%	-5%	-0.1	-6
CC(=O)c1ccc(N2CCN(C(=O)c3cc(-c4ccncc4)nc4ccc(Cl)cc34)CC2)cc1	.	-10%	-30%[inhibitor]	-22%	0%	-31%[inhibitor]	-12%	2.6	4
Brc1ccc2nc(CSc3ncn[nH]3)cn2c1	10%	-4%	-3%	5%	8%	-3%	5%	-0.1	-5
CC1CN(C(=O)COC(=O)/C=C/c2ccccc2)CC(C)O1 (stereo not drawn)	-12%	-6%	3%	2%	8%	2%	-1%	-1.7	-3
O=C(O)c1ccc(/C=N/Nc2nc3ccccc3[nH]2)cc1	2%	-20%	-2%	-15%	3%	-5%	3%	-1.4	-3
CCN(CC)CCCNC(=O)C1CCCN(c2nnc(N3CCCC3=O)s2)C1 (stereo not drawn)	12%	-7%	-1%	-22%	0%	-6%	-9%	1.3	3
CCCCOCCCNC(=O)C[C@@H]1C[C@@]2(C(=O)OCC)CCCC=C2N(Cc2ccco2)C1=O	32%	0%	?	-16%	-16%	-3%	-1%	0.1	1
O=C(c1cccnc1)N1CCc2ccccc2C1	27%	-4%	1%	-7%	16%	-6%	-3%	-1.9	.
Cc1[nH]n(-c2ccccc2)c(=O)c1-c1ccccc1	45%	-6%	-5%	8%	1%	9%	-14%	-0.4	5
N#CCCC12CCCCC1=Nc1ccccc12 (stereo not drawn)	-5%	-5%	4%	-1%	4%	9%	-6%	1.9	-2
O=C1CC(SCCc2nc3ccccc3[nH]2)C(=O)N1c1ccc(F)cc1 (stereo not drawn)	23%	-7%	-4%	-15%	6%	6%	-5%	-1.8	.
Cc1ccc2cc(NC(=O)c3ccccc3C)ccc2n1	19%	-1%	0%	-9%	-1%	0%	4%	1.0	-1
COc1cccc(-c2nc(CS(=O)(=O)CC(=O)NC3CCCCCC3)c(C)o2)c1	16%	-10%	-1%	3%	11%	4%	-4%	-4.4	3
Cc1noc(C)c1S(=O)(=O)Nc1ccc2c(c1)C(=O)N([C@H](C)CO)C[C@H](C)[C@@H](CN(C)S(=O)(=O)c1ccc(F)cc1)O2	27%	-19%	-1%	-10%	11%	1%	0%	0.8	-1
COc1cccc(/C=N/Nc2nc(N3CCCC3)nc(N3CCCC3)n2)c1O	18%	2%	1%	-7%	12%	-35%[inhibitor]	-12%[57.1 µM]	-1.3	.
O=C(Cc1ccc(NC(=O)C2CCCN(C(=O)C3CC3)C2)cc1)Nc1ccc(C(=O)N2CCOCC2)cc1 (stereo not drawn)	-18%	1%	4%	3%	-3%	4%	5%	-0.1	-2
COc1cc2c(cc1OC)C(C(=O)N(C)Cc1ccccc1)C(c1cccnc1)N(C)C2=O (stereo not drawn)	2%	-4%	5%	-20%	8%	9%	-3%[57.1 µM]	0.7	1
CCN1C=C(Cc2ccc(OC)cc2)C2=C(C1)C(c1ccc(OC)cc1)C(C#N)=C(N)O2 (stereo not drawn)	35µM*	-10%	2%	-2%	26%	12%	-16%	-0.9	-13

The final 2 records of the part above come first, to join the parts:
SMILES	FUS suppressor	PLK1 PBD block	aSyn rescue	EPAC1 antag	EPAC1 agonist	Abeta rescue	WRN inhibitor	IL2 activator	PI5P4Ka inh
COc1cc2c(cc1OC)C(C(=O)N(C)Cc1ccccc1)C(c1cccnc1)N(C)C2=O (stereo not drawn)	2%	-4%	5%	-20%	8%	9%	-3%[57.1 µM]	0.7	1
CCN1C=C(Cc2ccc(OC)cc2)C2=C(C1)C(c1ccc(OC)cc1)C(C#N)=C(N)O2 (stereo not drawn)	35µM*	-10%	2%	-2%	26%	12%	-16%	-0.9	-13
CCOC(=O)C1CCN(C(=O)c2ccc(CNS(=O)(=O)c3ccc(C)cc3)cc2)CC1	23%	2%	7%	-3%	-5%	-4%	-1%	-1.2	0
COc1ccc(C(C)(O)c2nc(-c3ccc(C)c(C)c3)cs2)cc1 (stereo not drawn)	?	-4%	3.2µM*	-14%	8%	22%	-4%	-1.0	23
CCOC(=O)C(=O)Nc1ccc([N+](=O)[O-])cc1OC	.	-7%	-8%	?	5%	-3%	-6%	0.0	7
O=C(NCc1ccccc1)C1CC(=O)N(c2ccc(OCC(=O)N3CCCC3)cc2)C1 (stereo not drawn)	-1%	1%	4%	-5%	5%	-3%	1%	0.9	0
CCOc1ccc2oc(C(=O)NCC(C)(C)CN(C)C)c(C)c2c1	-26%	0%	0%	16%	-1%	1%	7%	0.6	0
COc1ccc(/C=C/C(O)=C2/C(=O)NC3(C)CC2c2ccccc2O3)c(OC)c1OC (stereo not drawn)	4%	-5%	-9%	10%	2%	13%	-2%	-0.3	3
N#Cc1nc(-c2ccco2)oc1NCCc1ccccc1	7%	0%	-13%	8%	2%	-28%	-11%	-0.2	9
COc1cccc(C(=O)OCC(=O)NCC2CCCO2)c1 (stereo not drawn)	.	-2%	-6%	8%	4%	-10%	3%	-1.8	-3
O=C(NCc1cccnc1)c1cccc(Cl)c1	-25%	-1%	-11%	7%	0%	8%	6%	0.1	0
Cc1ccc(S(=O)(=O)N2CCC(C(=O)NNC(=O)c3cccnc3)CC2)cc1	-3%	-7%	-9%	-9%	4%	-10%	-20%	-3.5	6
Cc1cc(C)n(/N=C/c2c[nH]c3ccccc23)c(=O)c1	.	-18%	0%	-7%	-3%	-11%	-5%	-0.6	10
COc1ccc(-c2noc3c2-c2nc(-c4ccccc4F)sc2CC3)cc1	-33%	-29%	-4%	10%	-22%	-20%	-5%	-0.6	-17
C=CCn1c(-c2ccc3ncccc3c2)n[nH]c1=S	16%	0%	0%	-1%	-2%	-9%	-1%	0.5	-29
CC1CCN(C(=O)c2ncn3c2c(=O)[nH]c2ccc(Br)cc23)CC1	2%	5%	-8%	0%	9%	4%	3%	-2.2	2
O=C(NCC1CC1)c1ccc2c(c1)S(=O)(=O)c1cc(Cl)ccc1C2=O	-15%	-8%	0%	-7%	9%	-15%	0%	0.4	-3
CC12CCC(C(=O)N(c3ccc(Cl)cc3)C1=O)C2(C)C (stereo not drawn)	-8%	0%	1%	-4%	-12%	-8%	-15%[57.1 µM]	-0.2	-1
Cc1ccc(C)c(S(=O)(=O)Nc2ccc3[nH]c(=O)[nH]c3c2)c1	7%	-2%	-2%	19%	2%	7%	9%	0.6	3
O=C(C1CCCO1)N1CCN(C(=S)Nc2ccccc2F)CC1 (stereo not drawn)	.	2%	1%	8%	3%	3%	-15%	-0.5	12
CCOc1c(Cl)cnn(-c2ccc(C)cc2)c1=O	-17%	-4%	-2%	11%	-10%	-23%	-5%	1.8	-6
O=C(CSc1nnc(-c2cccc(Br)c2)o1)N1CCNC1=O	-3%	-8%	-11%	-9%	-9%	-6%	1%	-0.7	3
COc1cccc(C(CC(=O)NCC2CCCO2)NS(=O)(=O)c2ccc(C)cc2)c1OC (stereo not drawn)	-2%	-12%	2%	-17%	0%	?	7%	-2.8	-4
O=C(NCc1ccc(Cl)cc1)C(=O)c1c[nH]c2ccccc12	-16%	-1%	0%	0%	-13%	-2%	-7%	0.2	6
CC(C)=C(NC(=O)c1ccccc1)C(=O)N/N=C/c1ccc(O)cc1	14%	11%	-11%	12%	4%	-4%	-14%[57.1 µM]	0.6	1
O=c1c(-c2ccc3c(c2)OCCO3)coc2cc(O)cc(O)c12	?	-3%	14%	4%	2%	-24%	-2%	-3.5	-16
O=C1CN(C(=O)CSc2nnc(Nc3ccccc3)s2)c2ccccc2N1	32%	-14%	0%	-2%	2%	11%	-11%	-1.3	-19
Cc1ccc(-n2c(C)nc3ncnc(-c4ccccc4)c32)cc1	10%	-12%	-12%	-18%	5%	-31%	2%	-0.7	-3

Compound activity from PubChem BioAssay.
